MOR-DOR ag: agonists of human mu-delta opioid receptor heterodimerization; P35372+P41143; cells, OPRM1-OPRD1 heterodimerization, luminescence; activation, % at 9.3 µM; 340,000 compounds, 0.3% hits; in the data active = activation above about 18%;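 note: 0% = vehicle-treated cells and 100% = reference agonist; values of inactives mirror those of a sister screen read the other way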
HTR5A inv ctr: HTR5A inverse agonism, opioid heterodimer counter-screen; HTR5A cell line, luminescence; inhibition, % at 9.3 µM; 340,000 compounds, 0.083% hits; AID 504634; in the data active = inhibition mostly above about 23%, no sharp cut-off; inactive = mostly below about 18%;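 note: 0% = cells with DMSO and 100% = no-cell wells with DMSO; some compounds called inactive have numbers as strong as hits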
Target sequence (P47898 whole entry, looked up): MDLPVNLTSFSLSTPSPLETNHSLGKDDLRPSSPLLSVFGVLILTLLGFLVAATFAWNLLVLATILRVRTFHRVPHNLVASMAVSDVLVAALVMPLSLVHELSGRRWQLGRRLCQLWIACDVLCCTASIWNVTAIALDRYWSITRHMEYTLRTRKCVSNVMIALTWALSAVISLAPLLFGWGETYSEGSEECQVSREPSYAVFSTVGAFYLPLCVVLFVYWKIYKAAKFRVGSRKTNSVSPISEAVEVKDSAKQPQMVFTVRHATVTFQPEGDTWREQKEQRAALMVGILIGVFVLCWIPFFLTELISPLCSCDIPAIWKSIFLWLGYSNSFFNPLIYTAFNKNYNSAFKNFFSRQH
CAL PDZ FP: CAL PDZ (human) peptide binding inhibition; Q9HD26; purified CAL PDZ, TMR-peptide fluorescence polarization, 1 h; inhibition, % at 24.9 µM; 300,000 compounds, 0.92% hits; AID 602252;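 active = mean inhibition of at least 30% with at least half of replicates also reaching 30%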;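 note: 0% = DMSO neutral control and 100% = excess unlabeled competitor peptide PRC23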
Cardiac RTF inh: cardiac RTF calcium desensitization; P19429+P45379; IANBD-labeled cardiac RTF, Ca2+ fluorescence; inhibition, % at 7.15 µM; 340,000 compounds, 0.12% hits;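 active = inhibition above the mean inhibition of all tested compounds plus 3 SD, cut at about 17% in these data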;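 note: assay run at fixed EC70 calcium of 1.6 mM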
HTR5A ag ctr: counter-screen for OPRM1-OPRD1 agonists: human HTR5A agonism; P47898; HTR5A agonist assay, luminescence, cell-based; activation, % at 9.3 µM; 340,000 compounds, 0.61% hits; in the data active = activation mostly above about 9.5%, no sharp cut-off; inactive = mostly below about 7.6%;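 note: 0% = cells with vehicle only and 100% = reference agonist; strong numbers were not always called active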
Keap1-Nrf2 PPI: disrupts human Keap1 binding to Nrf2 peptide; Keap1 Kelch-Nrf2 peptide fluorescence polarization, 1536-well; inhibition, % at 9.4 µM; 340,000 compounds, 0.15% hits; AID 504523; in the data active = inhibition above about 12%;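 note: human Keap1 Kelch domain with fluorescein labeled Nrf2 9mer peptide probe; 0% = neutral control wells and 100% = peptide positive control; higher means more block of Keap1 binding to Nrf2 peptide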
Target sequence (Q14145 whole entry, looked up, the tested form may be a part): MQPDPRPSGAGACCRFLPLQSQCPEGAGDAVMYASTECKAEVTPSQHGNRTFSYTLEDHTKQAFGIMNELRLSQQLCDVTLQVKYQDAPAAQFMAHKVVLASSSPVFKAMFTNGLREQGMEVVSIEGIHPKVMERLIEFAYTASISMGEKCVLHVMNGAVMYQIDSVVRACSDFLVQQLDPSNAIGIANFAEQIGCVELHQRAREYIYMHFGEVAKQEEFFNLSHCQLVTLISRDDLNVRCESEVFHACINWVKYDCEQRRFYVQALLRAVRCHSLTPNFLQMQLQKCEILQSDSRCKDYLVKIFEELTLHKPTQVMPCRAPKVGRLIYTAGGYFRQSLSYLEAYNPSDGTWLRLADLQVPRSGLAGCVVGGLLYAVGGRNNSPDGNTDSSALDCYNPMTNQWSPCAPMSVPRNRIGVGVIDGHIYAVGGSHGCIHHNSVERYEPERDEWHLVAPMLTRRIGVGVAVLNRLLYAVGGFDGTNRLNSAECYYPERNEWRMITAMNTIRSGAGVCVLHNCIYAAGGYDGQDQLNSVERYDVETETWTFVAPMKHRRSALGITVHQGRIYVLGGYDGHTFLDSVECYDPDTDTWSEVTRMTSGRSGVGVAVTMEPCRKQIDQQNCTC
cardiac RTF act: increases calcium sensitivity of human cardiac regulated thin filaments; P19429+P45379; IANBD-labeled TnC RTF fluorescence at EC20 calcium; 0% EC20 calcium, 100% full calcium; activation, % at 7.2 µM; 340,000 compounds, 0.24% hits; AID 493008;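 active = activation above the mean over all tested compounds plus 3 SD, cut at about 30% in these data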;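 note: rise in fluorescence read as greater calcium sensitivity of cardiac thin filaments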
OPRM1-OPRD1 inv: inverse agonist of human OPRM1-OPRD1 heterodimerization | cell-based MOR-DOR heterodimer luminescence, inverse agonism | 340,000 compounds, 0.21% hits | inhibition, % at 9.3 µM | AID 504357 | P35372+P41143; in the data active = inhibition above about 22%, passing the limit was not always enough;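 note: 0% = cells with DMSO and 100% = wells without cells with DMSO; values of inactives mirror those of a sister screen read the other way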
LANA DNA inh: KSHV C-LANA DNA binding inhibition; inhibition, % at 9 µM; MBP-C-LANA/FAM-LBS DNA binding, fluorescence polarization; 340,000 compounds, 0.078% hits;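 active = highest replicate inhibition at or above 60% at 9 µM, even if other replicates fall short; inactive = all replicates below 60% inhibition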;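 note: 0% = neutral control wells and 100% = 4 µM acridine orange control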
V-ATPase pH: yeast V-ATPase proton transport regulation by pHLuorin; S. cerevisiae, pHLuorin cytosolic pH fluorescence; response, % at 10 µM; 350,000 compounds, 0.37% hits; in the data active = response mostly above about 7.3%, no sharp cut-off; inactive = mostly below about 5.4%; note: actives read high; inactives centre near 0; some compounds called inactive have numbers as strong as hits; reference of the scale not given here
* marks the source's active call; other numbers are inactive results; · = no result given.

no.	Compound	MOR-DOR ag	HTR5A inv ctr	CAL PDZ FP	Cardiac RTF inh	HTR5A ag ctr	Keap1-Nrf2 PPI	cardiac RTF act	OPRM1-OPRD1 inv	LANA DNA inh	V-ATPase pH
1	Cc1ccc(-c2nc3ccccc3o2)cc1NC(=O)c1ccc2c(c1)OCO2	-1.4	-14	1	-6	5	3	2	6	2.1	-1
2	O=C(O)C1=C[C@H](c2ccc(C(F)(F)F)cc2)C[C@H](OCc2ccc(CO)cc2)O1	-2.7	-11	-1	2	4	-4	0	16	0.7	0
3	CC(=O)Nc1ccc(C(=O)/C=C/c2ccco2)cc1	-1.1	4	0	1	5	-6	-10	6	-0.1	3
4	Cc1cc(F)ccc1S(=O)(=O)N1CCCCC1CCNC(=O)C(=O)NCCN1CCOCC1 (stereo unspecified)	-1.1	-13	3	14	5	1	-4	6	-1.5	-2
5	COc1cc2c(cc1OC)CN(c1ccc(-c3ccccc3OC)nn1)CC2	-1.4	-11	-1	-17	-4	-7	3	8	-1.5	-1
6	CC(C)(C)OC(=O)N1CCCC(C(=O)Nc2cccc(C(=O)NCc3ccccc3)c2)C1 (stereo unspecified)	1.0	10	-7	-16	-3	-3	8	-5	-2.4	3
7	O=C1c2ccccc2NC(c2ccco2)N1/N=C/c1ccco1 (stereo unspecified)	-2.5	6	-2	9	-2	-3	-3	14	-0.7	-3
8	CC1=CSC2=NC(=O)/C(=C\c3cccn3-c3ccccc3)C(=N)N12	-2.0	-16	-1	5	-1	-4	-6	11	0.6	-1
9	COCCN(C(=O)C(F)(F)F)C(C(=O)NC1CCCCC1)c1ccco1 (stereo unspecified)	-2.2	7	-7	-4	8	1	3	14	1.0	0
10	COc1cccc(N2CC(C)Cn3c2nc2c3c(=O)[nH]c(=O)n2C)c1 (stereo unspecified)	-5.3	20	-4	-8	-5	2	10	27	0.2	-1
11	COc1cccc(-c2ccc(=O)n(CC(=O)Nc3ccc(C(=O)N4CCCC4)cc3)n2)c1	-0.9	-7	-6	-2	-5	1	-2	6	4.8	2
12	CCN(CC)S(=O)(=O)c1cccc(C(=O)OC2CCOC2=O)c1 (stereo unspecified)	-3.0	8	-2	-29	-3	-1	-6	16	1.1	-2
13	Cc1[nH]n(-c2ccc([N+](=O)[O-])cc2)c(=O)c1C=NCCc1c(C)[nH]c2ccccc12	-1.9	-4	1	4	-2	-8	11	9	-0.1	-2
14	CCOCCCNC(=O)C(c1ccc(OC)cc1)N(Cc1cccs1)C(=O)c1ccccn1 (stereo unspecified)	-4.4	7	2	-6	-2	-2	0	20	-1.0	2
15	CCc1cc(=O)oc2cc(C)cc(OC(C)C(=O)NCc3ccncc3)c12 (stereo unspecified)	-3.2	-1	-7	2	2	0	-6	16	1.0	-1
16	CC(C)c1ccc(NC2CCCN(C(=O)CCN3CCCCO3)C2)cc1 (stereo unspecified)	-2.6	17	1	-2	0	-4	-1	14	1.3	2
17	COc1ccc(-c2noc(CN(C)Cc3ccccc3)n2)cc1	1.8	9	0	2	2	3	1	-10	1.9	-3
18	O=C(Cn1ncc2c([nH]c3ccccc32)c1=O)N1CCc2ccccc2C1	32*	-19	-2	1	-3	3	3	-176	0.3	-3
19	Cc1ccc(CN2CCSc3ccc(C(=O)NCc4ccccn4)cc32)cc1	-0.8	-2	-1	13	3	-3	-3	5	-0.5	4
20	CCOc1ccc(OCc2ccc(C(=O)Nc3cccc(C)n3)o2)cc1	2.0	4	-6	-6	2	-1	2	-11	0.1	1
21	C=CCn1c(CNS(=O)(=O)c2ccc(Br)cc2)n[nH]c1=S	-1.2	1	-2	-2	-1	-5	-1	7	-0.4	7
22	O=c1oc(Nc2ccccc2F)nc2ccccc12	2.4	20	-5	2	8	-3	14	-14	-0.9	2
23	C/C(N)=C(/C#N)C(=O)CSc1nnnn1-c1ccc(C)cc1C	0.2	9	-6	-1	3	-5	-4	-1	-1.0	10
24	O=C(CC1C(=O)NCCN1C(=O)c1ccc([N+](=O)[O-])cc1)Nc1cccc(Cl)c1 (stereo unspecified)	-0.8	16	0	-2	-2	-4	-3	4	0.6	1
25	Clc1cccc(OCCN2CCN(CCOc3cccc(Cl)c3)CC2)c1	7.1	-11	-2	3	4	2	1	-51	0.2	2
26	Cc1[nH]c2ccccc2c1C(=O)COC(=O)C(C)C	-2.3	9	-1	3	-2	4	-3	13	0.7	-3
27	COC(=O)Cn1c(=NC(=O)c2ccc(OC)c(OC)c2)sc2cc(OC)ccc21	-1.0	-1	-1	4	0	2	-10	6	1.0	-1
28	Cc1cc(C(=O)N/N=C/c2ccc3c(c2)OCO3)c2ccccc2n1	-2.2	-3	-8	-2	3	1	1	11	-0.3	-4
29	CC(=NCCCn1ccnc1)c1c(O)n(Cc2ccccc2)c(=O)[nH]c1=O	-2.0	26	-1	5	-11	1	-10	10	0.6	6
30	Cc1cccc(CCN(C(=O)c2csnn2)C(C(=O)NC2CCCC2)c2ccco2)c1 (stereo unspecified)	2.8	23	-3	2	3	-2	-9	-15	-1.2	-2
31	Clc1ccccc1OCCCCN1CCCCC1	-1.3	-12	0	-1	0	-4	4	6	0.3	-1
32	O=C1CNC(=O)/C(=C/c2cccs2)N1	-4.0	-14	4	1	5	-1	-3	21	0.8	2
33	CCOC1(OCC)N=C(N)C2(C#N)C(c3cccc(C)c3)C12C#N (stereo unspecified)	-1.5	-21	-4	-2	8	-9	7	9	0.5	0
34	CC(=O)c1c(C)[nH]c(C(=O)OCCCCN2C(=O)c3ccccc3C2=O)c1C	-0.9	4	-4	-1	-1	-6	1	6	-0.6	2
35	COc1ccc(CNC(=S)Nc2ccc(F)c(Cl)c2)cc1OC	-0.5	-1	-7	-4	0	-3	-3	3	-0.5	-3
36	COc1ccc(OC)c(N(C)S(=O)(=O)c2ccc3c(c2)N(C(C)=O)CCO3)c1	-1.3	-3	·	-6	-1	2	2	7	1.1	4
37	CC(=O)c1c(N2CCC(C(N)=O)CC2)nc(=S)n(-c2ccccc2)c1C	2.6	-3	-3	-20	5	-6	-1	-13	0.1	3
38	Cc1c(OCC(=O)NC(Cc2ccc(Cl)cc2)C(=O)O)ccc2c3c(c(=O)oc12)CCCC3 (stereo unspecified)	-1.1	12	-6	-7	4	-1	15	6	-1.1	0
39	COC(=O)c1ccc2[nH]c([C@H](C)O)c([C@H](C)O)c2c1	-1.0	15	-3	-6	-6	1	0	5	3.5	-1
40	COc1ccc(C2CCCN2C(=O)Nc2ccc(C)c(C)c2)cc1OC (stereo unspecified)	-1.6	-8	·	-12	3	1	-1	10	-0.7	3
41	COc1ccc(NC(=O)c2ccc([N+](=O)[O-])s2)c([N+](=O)[O-])c1	11	31	·	-4	5	2	-1	-56	-0.8	-4
42	OC(COCCOc1ccc(Br)cc1)CN1CCCCC1 (stereo unspecified)	-2.1	6	-4	-4	-4	-2	1	10	0.7	6
43	Cc1occc1-c1nnc(SCC(=O)Nc2ccc(F)cc2)n1Cc1ccccc1	0.5	16	-1	-13	0	-4	-5	-3	-1.1	-5
44	CN1CCN(S(=O)(=O)c2cccc(C(=O)NCCOc3ccccc3)c2)CC1	1.7	-19	-3	-4	1	-4	-2	-11	0.8	1
45	COc1ccc(/C=C2\SC(=S)N(CCC(=O)Nc3ccc(O)cc3)C2=O)cc1	3.8	5	4	0	5	-2	6	-19	1.8	-7
46	Cc1cccc(-n2c(O)c(C=Nc3cc(O)ccc3C)c3ccccc3c2=O)n1	2.2	-10	9	-6	4	-3	10	-12	-0.1	3
47	COc1cccc(CNC(=O)CCC2CCCN(Cc3ccc4c(c3)CCO4)C2)c1 (stereo unspecified)	-0.9	-4	-3	8	1	-7	2	5	-0.7	3
48	CCN(CC)S(=O)(=O)c1cccc(-c2nnc(SC(C)C#N)n2Cc2ccccc2)c1 (stereo unspecified)	0.2	9	-4	0	-4	-5	-1	-1	-2.1	4
49	Oc1nc(-c2ccc(Cl)cc2)n2ccncc12	-2.6	5	-4	-7	-2	-3	-1	12	0.7	1
50	COc1ccc(C(CC(=O)N2CCCC(C)C2)c2c(OC)cc(OC)c3c(-c4ccccc4)cc(=O)oc23)cc1 (stereo unspecified)	0.0	-3	-1	5	3	-2	-3	0	-0.5	1
51	CCOc1ccc(C)cc1S(=O)(=O)Nc1ccc(Cl)cn1	-2.1	1	·	1	0	-3	-1	11	0.0	-2
52	CC(CNC(=O)C1CCCN(S(=O)(=O)N2CCOCC2)C1)c1ccccc1 (stereo unspecified)	0.9	7	-1	0	3	0	-5	-5	-0.9	0
53	O=C(Cc1ccc(NC(=O)C2CCN(C(=O)c3ccccc3)CC2)cc1)Nc1cccc(C(=O)N2CCCCC2)c1	-1.3	13	3	-10	-3	-3	12	6	0.5	2
54	CCC(=O)Nc1cc(NC(=O)CSc2nnc(C(C)C)n2CC)ccc1C	-1.4	-21	-1	-4	0	0	3	8	1.0	2
55	O=C(CN1CCN(S(=O)(=O)/C=C/c2ccccc2)CC1)NC(=O)NCc1ccco1	-1.1	-22	2	-4	-2	-4	-2	6	-1.4	0
56	COc1ccc(OC)c(CN2CCN(Cc3cc(OC)c(OC)c(OC)c3)CC2)c1	-2.0	-13	3	-19	5	-5	8	10	1.1	3
57	c1ccc(C2(CN3CCNC[C@H]3Cc3cccc4ccccc34)CC2)cc1	5.0	-25	-2	-21	8	-5	4	-29	0.0	2
58	CCOC(=O)C1(CCOc2ccccc2)CCN(Cc2cccn2-c2ncccn2)CC1	10	12	-5	-11	-4	-6	4	-56	0.2	-2
59	COC(=O)c1sccc1NC(=O)c1ccc(C)s1	9.9	-8	1	-9	-4	3	2	-58	-2.7	-3
60	CC(C)(C)n1nc2c(c1NC(=O)c1ccccc1S(=O)(=O)C(F)F)CS(=O)(=O)C2	-4.2	-17	-2	1	4	2	-2	23	0.1	4

More structures
no.	Compound	MOR-DOR ag	HTR5A inv ctr	CAL PDZ FP	Cardiac RTF inh	HTR5A ag ctr	Keap1-Nrf2 PPI	cardiac RTF act	OPRM1-OPRD1 inv	LANA DNA inh	V-ATPase pH
61	FC(F)(F)c1cnc(NNC(=S)Nc2ccccc2Cl)c(Cl)c1	-8.1	29	-1	5	-9	-5	-5	43*	-0.4	-2
62	CCOc1c(OC)cc(C2C(C#N)=C(N)Oc3n[nH]c(-c4ccncc4)c32)cc1OC (stereo unspecified)	-1.6	10	2	-4	-4	-3	-3	9	-0.7	1
63	CCOc1ccc(N(CC(=O)NCc2cccnc2)S(=O)(=O)c2ccc(F)cc2)cc1	-2.4	-28	-1	0	7	-1	-1	13	-0.2	1
64	O=C(NNC(=O)c1ccccc1F)c1ccc2[nH]c(=O)c(=O)[nH]c2c1	1.1	-3	2	-7	3	-2	-5	-5	0.1	0
65	Cc1ccc(CNC(=O)C2CCC(=O)N(C3CCCC3)C2)c(F)c1F (stereo unspecified)	-0.6	15	-5	-4	-2	-2	-2	3	0.3	10
66	O=C(CN(CC1CCCO1)C(=O)c1nsc(Cl)c1Cl)NC1CCCC1 (stereo unspecified)	1.2	0	-3	0	0	1	-4	-9	-0.1	-3
67	COc1ccc(C(=O)NCCn2cc(SCC(=O)Nc3cc(C)on3)c3ccccc32)cc1OC	-1.5	-9	-2	-19	0	0	-2	8	1.1	-1

Bioassay records from PubChem BioAssay.

Outcome played no part in choosing rows; 2.8% or so of the library scored in one or more.
